Screens deposited in PubChem by several laboratories.
p97 ATPase inh = human p97 ATPase inhibition | P55072 | recombinant p97 ATPase, Kinase-Glo ATP luminescence, 3 h | inhibition, % at 8 µM | 220,000 tested, 0.42% active; in the data active means inhibition above about 15%;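 further: 0% = DMSO vehicle and 100% = wells lacking enzyme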
EP2 antag = inhibitors of human EP2 prostaglandin E2 receptor; P43116; C6 glioma cells expressing human EP2, cAMP TR-FRET; cells stimulated with saturating PGE2; inhibition, % at 25 µM; 260,000 tested, 0.52% active;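 active means percent inhibition above 40 after rounding to a whole number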;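 further: rat C6 glioma host cells with rolipram phosphodiesterase inhibitor present; the protocol text gives 20 µM as final concentration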
Target sequence (P43116 whole entry, looked up): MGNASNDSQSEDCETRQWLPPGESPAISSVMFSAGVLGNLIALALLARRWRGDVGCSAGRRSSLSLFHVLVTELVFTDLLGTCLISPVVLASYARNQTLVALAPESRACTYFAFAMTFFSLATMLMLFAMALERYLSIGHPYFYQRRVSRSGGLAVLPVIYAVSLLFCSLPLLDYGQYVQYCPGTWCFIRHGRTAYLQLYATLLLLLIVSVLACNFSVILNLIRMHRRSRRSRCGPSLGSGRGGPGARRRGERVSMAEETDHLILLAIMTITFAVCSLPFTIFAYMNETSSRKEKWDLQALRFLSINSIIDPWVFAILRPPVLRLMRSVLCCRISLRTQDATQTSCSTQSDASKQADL
NPY1 pot ag = potentiators or agonists of human neuropeptide Y receptor Y1 | AID 1304 | P25929 | NPY-Y1 expressing cells, potentiator/agonist activation | activation, % at 3.6 µM | 220,000 tested, 0.37% active; in the data active means activation above about 33%, passing the limit was not always enough;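 further: cells stimulated with NPY at EC10 then isoproterenol at EC100; 0% = low agonist plus stimulus and 100% = saturating agonist plus stimulus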
NPY-Y1 antag = NPY-Y1 (human) receptor antagonism. 200,000 tested, 1% active. P25929. inhibition, % at 3.6 µM. AID 1040. HEK293-CNG Y1 cells, membrane potential fluorescence; NPY at EC95, then isoproterenol;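 active means inhibition above the campaign mean inhibition of all tested compounds plus 3 SD, cut at about 20% in these data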;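 further: 0% = DMSO wells given NPY plus isoproterenol and 100% = isoproterenol alone without NPY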
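Assay system: HEK293 cells with Y1 receptor plus CNG channel | Probe or stimulus: NPY (25 nM), isoproterenol (1 µM), Ro 20-1724 (25 µM) | Timing: Compound incubation 1 h at room temperature, readout 45 min post-stimulation | Measured by: Membrane-potential fluorescent dye readout | Benchmarks: High control isoproterenol alone, low control NPY with isoproterenol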
eIF4E 4G PPI = eIF4E/eIF4G interaction inhibition in translation initiation; TR-FRET eIF4E-eIF4GI(517-606) binding, 2 h; inhibition, % at 21.7 µM; 220,000 tested, 0.37% active;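 active means inhibition above about 30%, limit read from the data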;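 further: 0% = full FRET control wells and 100% = background wells lacking eIF4GI fragment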
EP2 mod = EP2 receptor (human) modulation; EP2-expressing cells, cAMP HTRF FRET, PGE2 co-stimulation; induction, % at 25 µM; 260,000 tested, 0.83% active; P43116; AID 940;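 active means compounds whose cAMP rise, as percent of the full-agonist control response, exceeds 60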;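 further: rat C6 glioma line stably carrying human EP2 under a CMV promoter; the protocol text gives 20 µM as final concentration; 100% = response of wells given 1 µM PGE2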
S1P4 antagonist = antagonists of human S1P4 receptor; AID 1510; O95977; inhibition, % at 4.98 µM; S1P4-expressing cells, antagonist mode, reporter read-out; 220,000 tested, 0.26% active; in the data active means inhibition above about 29%;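 further: 0% = wells stimulated with agonist and 100% = vehicle wells without agonist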
Target sequence (O95977 whole entry, looked up): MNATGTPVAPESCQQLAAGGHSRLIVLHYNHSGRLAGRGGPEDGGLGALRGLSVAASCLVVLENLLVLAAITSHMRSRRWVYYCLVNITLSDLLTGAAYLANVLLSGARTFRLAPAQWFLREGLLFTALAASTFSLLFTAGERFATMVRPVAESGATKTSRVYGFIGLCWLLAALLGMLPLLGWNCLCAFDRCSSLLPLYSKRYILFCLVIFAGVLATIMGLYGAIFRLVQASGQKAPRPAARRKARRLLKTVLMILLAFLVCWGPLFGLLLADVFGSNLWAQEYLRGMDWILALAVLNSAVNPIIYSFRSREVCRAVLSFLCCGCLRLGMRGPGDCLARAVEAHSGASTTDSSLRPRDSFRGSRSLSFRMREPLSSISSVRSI
S1P4 ag = activates the human S1P4 receptor; S1P4-expressing cell line, agonist reporter assay; activation, % at 4.98 µM; 220,000 tested, 0.35% active; O95977; AID 1509; in the data active means activation above about 11%;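 further: 0% = DMSO vehicle and 100% = reference agonist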
NPY-Y2 PAM-ag = human NPY-Y2 potentiation or agonism, primary screen; cells expressing NPY-Y2, potentiator/agonist read-out; activation, % at 3.6 µM; 220,000 tested, 0.45% active; AID 1359; in the data active means activation above about 27%;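 further: cells stimulated with NPY near EC25 plus isoproterenol at EC100; 0% = vehicle plus submaximal agonist and 100% = vehicle plus saturating agonist; some results beyond the cut were filed as inactive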
Active calls of the source: *; . = not tested or not shown; & = joins results of further samples; [ ] = another dose, or the depositor's remark. This is a subset (hit frequency here may not be typical).

SMILES	p97 ATPase inh	EP2 antag	NPY1 pot ag	NPY-Y1 antag	eIF4E 4G PPI	EP2 mod	S1P4 antagonist	S1P4 ag	NPY-Y2 PAM-ag
O=C(CNCc1ccco1)Nc1cccc(S(=O)(=O)N2CCCCC2)c1	6	13	5	.	-6	-11	-4	-0.5	8
CCOc1cc(C2C(C(=O)c3ccccc3)=C(C(=O)OC)Nc3nnnn32)ccc1O (stereo unspecified)	3	9	1	-1	-1	-7	-14	-0.4	-4
O=C(Oc1c(CN2CCOCC2)cc(Cl)c2cccnc12)c1ccc(F)cc1	2	5	-1	-2	9	10	-16	2.3	-3
Cn1nnc2sc3c(c2c1=O)CCCC3	-5	6	10	3	7	3	-15	0.8	-9
CN(CC(=O)Nc1ccc(N2CCOCC2)cc1)CC(=O)Nc1ccc(N2CCOCC2)cc1	6	4	21	.	2	-22	2	-0.4	-8
CCOC(=O)CSc1nnc([C@@H](NC(=O)OC(C)(C)C)C(C)C)o1	-3	9	-6	-4	2	6	0	-0.1	5
COc1ccccc1N(C)S(=O)(=O)c1ccc(C(=O)NC(C)(C)C)cc1	-4	.	-6	11	-2[fluorescence artefact?]	-35	-13	-0.1	-1
O=S(=O)(c1ccc(N2CC=C(c3ccccc3)CC2)nc1)N1CCCC1	0	8	-5	1	-5	0	-4	-1.2	-5
CCOc1cc(CNc2ccc3[nH]c(=O)[nH]c3c2)ccc1OCC(=O)NC(C)(C)C	2	28	15	0	2	-28	4	-1.9	6
COc1cc(S(=O)(=O)N2CCN3CCCC3C2)ccc1-n1cnnn1 (stereo unspecified)	-7	2&4	-13	-3	-6	-4&-34	-15	-0.8	4
CC1(C)CC(=O)C(N=Nc2ccc(S(=O)(=O)N3CCOCC3)cc2)=C(O)C1	7	4	-4	.	-2	-20	-14	0.1	0
CSCC[C@H](NC(=O)c1cccc([N+](=O)[O-])c1C)c1nc2ccccc2[nH]1	-4	8	16	1	-2	9	-22	3.6	3
Cc1cccc(N=C2NC(=O)/C(=C/C=C/c3ccco3)S2)c1C	21*	10	8	1	10	-4	-21	1.2	-5
Cc1ccccc1-n1c(SCc2c(C)noc2C)nnc1-c1ccncc1	2	3	8	-4	-3	31	-24	0.9	10
COC(=O)c1noc(-c2ccc(C)cc2)n1	3	3	3	8	2[fluorescence artefact?]	28	6	-4.8	-13
CCN(CC)CCn1c(=S)[nH]c2ccccc2c1=O	14	4	5	5	-2	0	-6	0.0	14
COCCN(C(=O)C(=O)NC1CCCC1)C(C(=O)NC1CCCC1)c1ccccc1F (stereo unspecified)	4	8	11	2	0	29	4	3.3	6
Nn1c(SCC(=O)Nc2cccc(S(N)(=O)=O)c2)nnc1C1CC1	3	6	5	-3	-1	-2	-27	2.1	5
CCOC(=O)c1cnn(-c2ncnc3c2cnn3Cc2ccccc2)c1N	1	16	11	3	.	.	4	-0.6	10
c1ccc2c(c1)nc(N1CCCCC1)c1ccccc12	-6	10	-23	.	6	68*	-11	-2.3	-44
Cc1cc(C(=O)NCCC2=CCCCC2)ccc1[N+](=O)[O-]	2	5	1	7	-1	-34	-7	2.1	-16
CN1CCN(S(=O)(=O)c2ccc(NC(=O)COc3ccccc3Cl)cc2)CC1	2	8&8	0	-4	1	-39&-48	8	1.1	1
CCN1CCN(c2oc(-c3ccc(OC)cc3)nc2C#N)CC1	-5	3	-7	3	.	.	-30	-1.5	-3
CCC(=O)NNC(=O)c1cc(COc2cc(Cl)cc(Cl)c2)on1	0	7	16	.	-2	-18	3	-1.8	-10
COc1ccccc1NS(=O)(=O)c1cc(NC(=O)c2cnccn2)ccc1N1CCOCC1	4	19	27	.	-3	-2	-4	1.1	9

Entries listed so far that bear a hit mark in p97 ATPase inh:
compound | p97 ATPase inh | NPY1 pot ag | NPY-Y1 antag | eIF4E 4G PPI | EP2 mod | S1P4 antagonist | S1P4 ag | NPY-Y2 PAM-ag
Cc1cccc(N=C2NC(=O)/C(=C/C=C/c3ccco3)S2)c1C | 21* | 8 | 1 | 10 | -4 | -21 | 1.2 | -5

New compounds follow:
SMILES	p97 ATPase inh	EP2 antag	NPY1 pot ag	NPY-Y1 antag	eIF4E 4G PPI	EP2 mod	S1P4 antagonist	S1P4 ag	NPY-Y2 PAM-ag
COC(=O)CSC1=C(C#N)C(c2ccsc2)CC(=O)N1 (stereo unspecified)	4	13	12	2	0	6	2	1.9	2
O=C(NC1CCC(O)CC1)c1cc(-c2ccco2)nc2ccccc12 (stereo unspecified)	2	5	-12	3	40*	-5	-11	2.2	-2
CCOc1ccccc1OC(=O)c1cc2ccccc2oc1=O	-2	11	-23	2	-2	-10	16	-1.9	-17
COc1ccc(CNc2nc(NCc3ccc(OC)c(OC)c3)n(C(=O)c3cccs3)n2)cc1OC	-3	14	-4	1	-1	25	16	2.0	24
O=S(=O)(Cc1ccccc1Cl)NCCOc1ccccc1	5	5	5	-3	2	-12	-18	1.1	9
Cc1ccc(/C(N)=N/OC(=O)Cc2ccccc2)cc1	2	8	-19	-5	1	20	-10	-0.4	2
CCOC(=O)c1c(NC(=O)/C=C/C(=O)O)sc(C)c1-c1ccc(C(C)(C)C)cc1	2	4	-3	-6	5	23	20	-0.9	-5
COc1ccc2oc(C(=O)OCC(=O)/C(C#N)=C(\C)N)c(C)c2c1	2	11	-3	7	9	-17	4	-0.8	0
C=CCn1c(SCC(=O)N2c3ccccc3Sc3ccccc32)nnc1-c1ccco1	1	6	-8	.	-3	33	-1	1.6	-16
N#Cc1ccccc1OCC(=O)Nc1c(C(=O)C2CC2)oc2ccccc12	4	12	1	5	-2	5	-5	1.2	-9
C=CCN(CC=C)C(=S)NC(=O)/C=C/c1ccc(C)cc1	0	6	-7	10	6[fluorescence artefact?]	16	0	2.2	-4
CCN(CC)c1ccc(C(=O)Nc2ccccc2)cc1[N+](=O)[O-]	2	8	3	17	0	-48	6	-0.6	-11
Cc1ccc(S(=O)(=O)n2cnc3ccccc32)cc1	1	1	-19	5	-4	16	12	1.4	6
CC(Sc1nnc(-c2ccco2)o1)C(=O)NCCC1=CCCCC1 (stereo unspecified)	-4	2	-18	-1	1	-3	-32	-0.7	-11
COC(=O)/C=C1\SC(N)=NC1=O	2	5	20	.	3	-9	-5	-0.6	14
COc1ccc(NC(=O)CC2C(=O)NCCN2C(=O)c2ccc(Cl)cc2)cc1 (stereo unspecified)	3	10	-10	.	-3	2	3	-0.9	-31
CCOc1ccc(C(=O)Nc2ncccc2Cl)cc1	2	10	14	-3	4	5	-11	-0.5	-7
O=C(C/C(=N/O)c1ccccc1O)C(F)F	3	14	10	14	0	3	10	0.4	4
CCc1ccccc1OCCOc1ccc(C)cc1OC	-1	13	-5	8	-2	47	-2	2.1	16
Cc1cc(C)c(C)c(OCC(=O)O/N=C(\N)c2cccnc2)c1	-11	9	-40	.	-2	12	10	-0.6	-14
COc1cc(C2c3c(n[nH]c3C)C(=O)N2c2ccc(Br)cc2)ccc1O (stereo unspecified)	7	21	14	-7	3	-6	-26	-1.0	7
O=C(NCCc1ccccc1)c1c(F)c(F)c(F)c(F)c1F	0	6	-18	14	-2[fluorescence artefact?]	-3	3	-3.1	-18
C/C(=N\NC(=O)CN1CCN(S(=O)(=O)c2ccc(C)cc2)CC1)c1ccncc1	-4	8	0	.	1	0	-22	-0.9	-1
Cc1nc2sc(C#N)c(N)c2c2c1CCCC2	1	17	-84	22*	.	.	-13	0.3	-43
CCOC(=O)C(C)Oc1ccc(NC(=O)C(Cl)(Cl)Cl)cc1 (stereo unspecified)	1	7	3	.	4	-24	3	-1.1	9
The results go on.
SMILES	p97 ATPase inh	EP2 antag	NPY1 pot ag	NPY-Y1 antag	eIF4E 4G PPI	EP2 mod	S1P4 antagonist	S1P4 ag	NPY-Y2 PAM-ag
O=C(NCC(c1cccs1)N1CCOCC1)c1ccccc1NS(=O)(=O)c1ccc(Cl)c([N+](=O)[O-])c1 (stereo unspecified)	3	11	15	0	5	-2	1	0.3	9
O=C(CSc1nn(-c2ccc(F)cc2)c(=S)s1)NCC1CCCO1 (stereo unspecified)	0	10	0	0	-1	13	-10	0.4	-2
Cc1nnc(NC(=O)CSc2ncc(-c3ccccc3)[nH]2)s1	0	4&4	-14	.	-1	-19&-34	-7	0.9	-16
COc1cc2nc(CN(C)Cc3ccc(Cl)cc3)[nH]c(=O)c2cc1OC	5	6	9	3	0	-32	-11	0.9	0
CCNC(=O)CN1C(=O)NC(Cc2ccccc2)(Cc2ccccc2)C1=O	-6	9	9	2	-2	8	-5	-0.5	1
CCNC(=O)CN1c2cccc3cccc(c23)S1(=O)=O	1	7	15	4	.	0	-7	-0.3	6
Cc1cc(C(=O)O)ccc1-n1c(C)ccc1C	14	.	3	5	7	22	9	4.8	-4
CCCCCNc1nc(-c2ccccc2)cs1	-6	21	-21	1	5	5	9	2.6	-3
CC(C)Oc1nc(-c2ccc(Cl)cc2)nc2ccccc12	-6	6	-43	.	-4	43	-3	-0.5	-14
O=C(Nc1ccc(NC(=O)C2CCCCC2)nc1)c1ccco1	-1	12	-17	-2	4	28	-2	-3.1	-13
c1ccc(Cc2nnc3sc(-c4ccc5c(c4)OCO5)nn23)cc1	-1	8	-41	7	.	.	6	1.8	-13
CCOc1cc(/C=N\Nc2ccc([N+](=O)[O-])cc2)ccc1OCC(=O)Nc1ccc(C)c(C)c1	0	8	-6	-1	-14	8	-15	1.3	-6
Cc1cccc(OCCn2c(-c3ccco3)nc3ccccc32)c1	1	6	-50	26*	6	19	-8	0.9	-11
Cc1sc(-n2c(C)ccc2C)c(C#N)c1C	-1	4	5	3	20	56	8	1.7	1
CC1CCc2sc(C(=O)NN=C3CCC(c4ccccc4)CC3)cc2C1 (stereo unspecified)	0	5	6	2	9[fluorescence artefact?]	15	4	-0.5	0
Cc1cc(C(=O)COc2ccc(-c3nnco3)cc2)c(C)n1Cc1ccccc1	-6	7	-1	2	-9	9	0	0.1	7
Cn1c(C(=O)O)c(CC(=O)Nc2ccc3c(c2)OCCO3)c2ccccc21	4	9	-38	4	-2	30	0	1.9	-12
OCCC1CN(Cc2cccn2-c2cccnc2)CCN1C1CCCCC1 (stereo unspecified)	-1	6	-8	1	2	4	-14	1.1	-15
COc1ccc(NC(=S)Nc2ccc(F)cc2)c(OC)c1	-4	.	-13	0	.	.	-21	0.6	-2
Cc1noc(C)c1S(=O)(=O)N1CCC(C(=O)N2CCN(c3ccc(F)cc3)CC2)CC1	0	9	-2	-5	6[fluorescence artefact?]	-1	-5	3.1	-1
O=C(Nc1ccccc1-c1ccccc1)NC1CC2CCCC(C1)N2CCc1ccccc1 (stereo unspecified)	-1	12	-50	8	1	-68	-24	-0.3	-10
COc1ccc(CNc2ncccn2)cc1OC	3	0	1	-5	0	29	4	-1.1	-5
CCNC(=S)N(Cc1cc2c(C)ccc(C)c2[nH]c1=O)C1CCCC1	6	10	10	-6	-3	26	-4	0.5	5
CC(OC(=O)c1cc(=O)[nH]c2ccccc12)c1ccccc1 (stereo unspecified)	-1	5	2	-3	6	14	-8	-2.1	-7
Cc1oc(-c2cccc(Cl)c2)[n+]([O-])c1C	4	10	2	11	0[fluorescence artefact?]	-3	0	0.7	17
O=C(CN1C(=O)CSc2ccc(S(=O)(=O)N3CCOCC3)cc21)NCCCN1CCc2ccccc2C1	-4	8	16	0	-8	-2	0	-0.6	11
